HGIII-sPLA2 inh – human group III sPLA2 inhibitors, primary screen, biochemical, QFRET, BODIPY PC-A2 liposome substrate; hit rate 0.56% among 370,000; Group 3 secretory phospholipase A2 (Homo sapiens), Q9NZ20; QFRET BODIPY PC-A2 liposome hydrolysis, fluorescence; inhibition, % at 12.2 µM;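 active means inhibition above mean plus 3 SD of compounds lying within the high and low control bounds, cut at about 19% in these data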;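 further: 0% = median of test compound wells and 100% = no enzyme DMSO wells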
Target sequence (Q9NZ20 whole entry, looked up): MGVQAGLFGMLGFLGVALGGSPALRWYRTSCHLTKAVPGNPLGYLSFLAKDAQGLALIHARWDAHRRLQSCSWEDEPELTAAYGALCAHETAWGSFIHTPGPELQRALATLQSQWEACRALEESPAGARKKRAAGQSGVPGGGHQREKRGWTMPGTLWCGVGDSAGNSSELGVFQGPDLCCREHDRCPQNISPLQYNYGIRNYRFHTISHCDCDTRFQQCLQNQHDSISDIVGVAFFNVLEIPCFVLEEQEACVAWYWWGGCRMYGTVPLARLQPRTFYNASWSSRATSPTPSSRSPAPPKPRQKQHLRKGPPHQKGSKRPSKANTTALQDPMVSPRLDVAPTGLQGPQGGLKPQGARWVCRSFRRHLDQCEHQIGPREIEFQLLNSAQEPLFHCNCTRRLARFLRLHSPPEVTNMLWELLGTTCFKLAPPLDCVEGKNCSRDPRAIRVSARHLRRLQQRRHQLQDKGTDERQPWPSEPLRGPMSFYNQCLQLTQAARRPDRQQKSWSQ
hcDAF12 agonist – H. contortus DAF-12 nuclear receptor activators, primary screen, cell-based, luminescence, HEK293, lit1-tk-luc reporter | activation, % at 6.8 µM | hit rate 1.4% among 370,000 | HEK293 hcDAF-12 lit1-tk-luc reporter; 0% DMSO, 100% Δ7-dafachronic acid;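 active means activation above the mean of all tested compounds plus 3 SD, cut at about 5.5% in these data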;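 further: 100% = response to 3 µM Δ7-dafachronic acid high control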
hgDAF-12 ag – H. glycines DAF-12 receptor agonists, primary screen, cell-based, luminescence, HEK293, GAL4 fusion, UAS-luciferase | hit rate 1.8% among 370,000 | AID 687014, 2013 | HEK293 GAL4-hgDAF12 UAS-luciferase reporter, agonist luminescence; normalized to butyrate control | activation, % at 6.8 µM | Nuclear hormone receptor DAF-12 (Heterodera glycines), GAL4 fusion;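 active means activation above a cutoff set at the mean of all screened compounds plus 3 SD, cut at about 10% in these data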;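 further: 0% = DMSO wells and 100% = sodium butyrate wells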
ssDAF12 agonist – S. stercoralis DAF-12 nuclear receptor activators, primary screen, cell-based, luminescence, HEK293, GRIP1 co-expression, lit1-tk-luc; hit rate 1% among 370,000; HEK293 ssDAF-12/GRIP1 lit1-tk-luc reporter; % of 3 µM dafachronic acid response; Nuclear hormone receptor DAF-12 (Strongyloides stercoralis); activation, % at 6.8 µM;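 active means activation above the mean over all tested compounds plus 3 SD, cut at about 0.9% in these data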;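 further: 0% = DMSO-only wells and 100% = 3 µM delta7-dafachronic acid wells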
NPR1 activator – GC-A stimulated cGMP production enhancers – HEK293 GC-A cells, cGMP TR-FRET, EC30 ANP, primary screen. Atrial natriuretic peptide receptor 1 (Homo sapiens), P16066. 0% at EC30 ANP, 100% saturating ANP. activation, % at 10 µM. hit rate 0.14% among 370,000. AID 1671463, 2021; in the data active means activation above about 40%
ADAM10 inh – human ADAM10 inhibitors, primary screen, biochemical, QFRET, HTS | recombinant ADAM10, EDANS/DABCYL FRET peptide cleavage, 3 h | inhibition, % at 7 µM | hit rate 0.62% among 370,000;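 active means inhibition above a per-campaign cutoff equal to the mean of compounds falling between control-based bounds plus 3 SD, cut at about 20% in these data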;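 further: 0% = DMSO wells while the 100% control is not disclosed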
Target sequence (O14672 214-748 limits assumed): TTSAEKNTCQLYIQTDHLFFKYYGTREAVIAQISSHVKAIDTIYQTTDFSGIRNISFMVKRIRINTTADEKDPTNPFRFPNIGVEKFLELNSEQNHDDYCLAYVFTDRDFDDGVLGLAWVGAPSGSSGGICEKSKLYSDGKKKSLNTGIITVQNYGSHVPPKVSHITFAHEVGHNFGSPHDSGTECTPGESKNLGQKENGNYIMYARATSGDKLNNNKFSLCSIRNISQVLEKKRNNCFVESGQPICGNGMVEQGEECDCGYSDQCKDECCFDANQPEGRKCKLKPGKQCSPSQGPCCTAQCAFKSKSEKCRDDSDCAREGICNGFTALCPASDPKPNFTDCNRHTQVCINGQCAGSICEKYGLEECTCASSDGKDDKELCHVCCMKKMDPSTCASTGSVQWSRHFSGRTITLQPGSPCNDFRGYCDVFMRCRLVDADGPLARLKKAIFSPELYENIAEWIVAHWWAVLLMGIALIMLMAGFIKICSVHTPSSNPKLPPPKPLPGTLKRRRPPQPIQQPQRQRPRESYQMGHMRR
DAX1 inh-1 – DAX1 (NR0B1) inhibitors on StAR promoter, primary screen, cell-based, luminescence, SF-1 (NR5A1), full-length DAX-1; HEK293T StAR-luciferase reporter, SF-1/DAX-1 repression relief; inhibition, % at 6.8 µM; hit rate 1.1% among 370,000; AID 652010, 2013;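 active means inhibition above the mean over all tested compounds plus 3 SD, cut at about 3.6% in these data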;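 further: 0% = DAX-1 cells with DMSO and 100% = cells lacking DAX-1 with DMSO; higher inhibition means more luminescence from relief of DAX-1 repression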
DAX1 inh-2 – DAX1 (NR0B1) inhibitors, primary screen, cell-based, HEK293, Gal4-DAX1, luciferase luminescence. inhibition, % at 6.75 µM. AID 504766, 2011. Nuclear receptor subfamily 0 group B member 1 (Homo sapiens), P51843. HEK293 Gal4-DAX1 luciferase reporter. hit rate 0.99% among 340,000;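 active means inhibition above the mean over all tested compounds plus 3 SD, cut at about 4.2% in these data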;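 further: 0% = DAX1-transfected cells with DMSO and 100% = empty-vector control cells with DMSO; inhibition shows as a rise in luminescence from relieved DAX1 repression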
GAA850 FXN act – FXN promoter activators, primary screen, cell-based, luciferase luminescence, HEK293 lucGAA850 | hit rate 0.56% among 360,000 | activation, % at 6 µM | AID 540364, 2011 | HEK293 lucGAA850 FXN promoter luciferase reporter, 24 h; percent of 10 µM SAHA response;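 active means activation above the average of all compounds screened plus 3 SD, cutoff fixed separately per campaign, cut at about 7.5% in these data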;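 further: 0% = DMSO wells and 100% = 10 µM SAHA wells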
NPR2 activator – human GC-B receptor activators, primary screen, HEK293 GC-B cells, cGMP TR-FRET, EC30 CNP | AID 1920062, 2024 | hit rate 0.11% among 370,000 | 0% at EC30 CNP, 100% saturating CNP | Atrial natriuretic peptide receptor 2 (Homo sapiens), P20594 | activation, % at 10 µM;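 active means activation at 10 µM reaching about 35% in either raw or pattern-adjusted values, limit read from the data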
SMARCA2 activ – SMARCA2 (BRM) function activators, primary screen, cell-based, luminescence, high throughput; MG213 cells, MMTV-luciferase reporter, dexamethasone, overnight; activation, % at 9.1 µM; hit rate 1% among 370,000; in the data active means activation above about 7.8%;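 further: 0% = vehicle wells and 100% = reference activator wells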
* hit, by the source's call; . = not tested or not shown.

SMILES	HGIII-sPLA2 inh	hcDAF12 agonist	hgDAF-12 ag	ssDAF12 agonist	NPR1 activator	ADAM10 inh	DAX1 inh-1	DAX1 inh-2	GAA850 FXN act	NPR2 activator	SMARCA2 activ
Cc1cccc(-c2n[nH]c(=S)n2/N=C/c2ccc(C)o2)c1	12	2.9	2.0	-0.5	2	7	0.7	-0.6	-0.3	-2	-3
CCOC(=O)c1cc(-c2ccccc2)n(Cc2cc(CC)no2)n1	-3	-2.3	-1.8	-0.9	3	-3	-0.5	1.2	0.0	-4	1
NS(=O)(=O)c1cnccc1Nc1cccc(F)c1	9	0.3	-0.6	-1.3	6	-6	0.0	0.9	-0.1	0	-2
O=C(OCCOc1ccccc1)c1cc(S(=O)(=O)N2CCOCC2)c(Cl)cc1Cl	2	-0.3	1.8	-0.7	12	-9	-1.2	-0.6	0.3	-2	-3
CCC1CN(C(=O)N2CCC(C(=O)NCc3ccco3)CC2)c2ccccc2O1 (centres undefined)	1	0.7	1.6	-0.4	6	3	-0.1	-0.4	-1.6	4	-1
COc1cccc(CNn2c(-c3cccc(C)c3)nc3ccccc3c2=O)c1	-4	-3.4	-1.1	-1.8	-6	27*	-1.6	-1.3	-0.2	4	-3
COc1cc(OC)c2c3c(c(C4CCCCC4)nc2c1)CCC3	5	-0.9	2.4	-1.6	-5	-24	-0.1	0.2	1.4	-8	-1
CS(=O)(=O)N(CC(=O)N1CCOCC1)c1cccc([N+](=O)[O-])c1	4	-1.5	-1.0	-1.4	-2	2	0.6	-0.6	0.6	2	-2
CCOC(=O)[C@]12CCCC=C1N(Cc1ccccc1)C(=O)[C@H](CC(=O)NCc1ccccc1)C2	4	-0.1	0.4	-1.3	2	7	-0.4	.	.	8	-5
COc1ccc(N2CCN(S(=O)(=O)CCNC(=O)COc3cccc(OC)c3)CC2)cc1	-4	-3.4	0.0	-1.6	3	3	-2.2	0.7	-3.8	-3	-1
CC1(Cc2cccc(C#N)c2)C(=O)Nc2c(Cl)cccc21 (centres undefined)	9	-2.0	-0.9	-1.3	-4	-15	-0.2	.	2.6	7	0
CCCc1cc(C(N)=O)c(NC(=O)C2CCCO2)s1 (centres undefined)	0	-1.3	-0.5	-1.7	-7	-19	0.2	0.9	-0.1	5	-2

Rewritten as labelled records: four of the compounds above
> CCOC(=O)c1cc(-c2ccccc2)n(Cc2cc(CC)no2)n1
  HGIII-sPLA2 inh: -3
  hcDAF12 agonist: -2.3
  hgDAF-12 ag: -1.8
  ssDAF12 agonist: -0.9
  NPR1 activator: 3
  ADAM10 inh: -3
  DAX1 inh-1: -0.5
  DAX1 inh-2: 1.2
  GAA850 FXN act: 0.0
  NPR2 activator: -4
  SMARCA2 activ: 1

> NS(=O)(=O)c1cnccc1Nc1cccc(F)c1
  HGIII-sPLA2 inh: 9
  hcDAF12 agonist: 0.3
  hgDAF-12 ag: -0.6
  ssDAF12 agonist: -1.3
  NPR1 activator: 6
  ADAM10 inh: -6
  DAX1 inh-1: 0.0
  DAX1 inh-2: 0.9
  GAA850 FXN act: -0.1
  NPR2 activator: 0
  SMARCA2 activ: -2

> O=C(OCCOc1ccccc1)c1cc(S(=O)(=O)N2CCOCC2)c(Cl)cc1Cl
  HGIII-sPLA2 inh: 2
  hcDAF12 agonist: -0.3
  hgDAF-12 ag: 1.8
  ssDAF12 agonist: -0.7
  NPR1 activator: 12
  ADAM10 inh: -9
  DAX1 inh-1: -1.2
  DAX1 inh-2: -0.6
  GAA850 FXN act: 0.3
  NPR2 activator: -2
  SMARCA2 activ: -3

> CCC1CN(C(=O)N2CCC(C(=O)NCc3ccco3)CC2)c2ccccc2O1 (centres undefined)
  HGIII-sPLA2 inh: 1
  hcDAF12 agonist: 0.7
  hgDAF-12 ag: 1.6
  ssDAF12 agonist: -0.4
  NPR1 activator: 6
  ADAM10 inh: 3
  DAX1 inh-1: -0.1
  DAX1 inh-2: -0.4
  GAA850 FXN act: -1.6
  NPR2 activator: 4
  SMARCA2 activ: -1

Continued:
SMILES	HGIII-sPLA2 inh	hcDAF12 agonist	hgDAF-12 ag	ssDAF12 agonist	NPR1 activator	ADAM10 inh	DAX1 inh-1	DAX1 inh-2	GAA850 FXN act	NPR2 activator	SMARCA2 activ
CC(C)Cn1c(=O)[nH]c2ccccc21	-1	-1.1	0.7	-1.2	1	8	0.8	0.0	-1.3	3	2
O=C(O)CCCCCN1C(=O)C(O)=C(C(=O)/C=C/c2ccccc2)C1c1cccc([N+](=O)[O-])c1 (centres undefined)	3	0.2	0.0	-1.6	0	-4	-0.4	0.5	1.4	3	-2
O=C(O)c1cccc(N=C2NC(=O)C(CO)(CO)S2)c1	7	0.7	-1.4	-1.2	4	-6	0.0	0.5	-0.1	6	-2
CS(=O)(=O)c1ccc(Cl)c(NC(=O)c2ccc3ccccc3c2)c1	-3	-4.6	2.4	-2.0	-1	-1	-0.6	-0.4	0.2	2	5
Cc1ccc(C(=O)N/N=C\c2cc3c(cc2Br)OCO3)cn1	-1	2.8	-0.4	0.1	3	5	-0.2	0.8	0.5	0	0
CC1(C(=O)NC2CCCC2)CCC(=O)N1Cc1ccccc1Cl (centres undefined)	2	-1.4	-1.2	-0.8	0	0	0.3	0.6	0.2	4	-4
CCOCCCN(C(=O)CCC(=O)Nc1cc(C)on1)C(C(=O)NC(C)(C)C)c1ccccc1Cl (centres undefined)	1	-1.6	1.1	-1.4	-3	-12	-0.4	0.1	0.0	-1	-3
N#CC1=C(N)OC2=C(C(=O)CCC2)C12CCN(C(=O)OCc1ccccc1)CC2	-7	-1.1	0.6	-0.6	-7	-16	-0.9	0.1	1.3	-3	-1
CC(=O)N1CCN(C2=Nc3cccc4cccc2c34)CC1	-6	-0.2	-1.4	-0.1	5	-94	0.1	-0.2	1.2	-7	-1
Cc1cc(C)c(C)c(S(=O)(=O)Nc2cccnc2)c1C	-8	-1.5	0.4	-0.9	2	0	-0.1	0.8	0.4	-2	-1
C=CCN1CCN(C(=O)c2ccc(-c3ccccc3)cc2)CC1	6	-2.0	-3.5	-0.1	-1	7	0.0	1.5	-0.3	4	-2
O=C(Nc1cccc(C(F)(F)F)c1)c1csc([C@@H]2O[C@H](CO)[C@H](O)[C@H](O)[C@H]2O)n1	-2	1.6	1.1	-1.2	0	-8	-0.7	.	0.9	0	3
c1csc(-c2nn3c(C4CCCCC4)nnc3s2)c1	13	-1.5	0.4	-1.5	4	-5	-1.3	-0.1	3.2	-5	-3
CSc1ccc(-c2nnn(Cc3ccc(C)cc3)n2)cc1	2	0.7	4.6	-0.6	1	-2	-0.3	0.0	4.7	-5	4
CCSc1nnc(NC(=O)CSc2sc3c(O)cc(=O)[nH]c3c2C#N)s1	-9	0.6	2.6	-1.1	-1	-8	-0.6	0.8	1.8	0	-3
CC1CN(Cc2ccc(Cl)cc2Cl)CC(C)O1 (centres undefined)	-1	2.0	-0.2	-0.7	-1	-1	0.5	1.4	2.7	4	1
CC(C)Nc1nc(Cl)nc(NNC(=O)C(C)Oc2ccccc2)n1 (centres undefined)	8	-1.1	-0.4	-1.3	-1	5	0.0	-0.1	0.4	3	-3
CCOc1ccc(Nc2ncnc3c2cnn3-c2ccccc2)cc1	-6	-1.6	0.6	-1.3	4	5	-0.8	0.4	13*	-4	-2
COc1ccc(CNc2ccc3c(c2)CCC3)cc1Br	14	5.3	-0.5	-0.2	0	-11	-0.4	-0.5	1.6	0	-2
O=C(NCCC1CCCCN1S(=O)(=O)c1ccccc1)C(=O)NCc1cccnc1 (centres undefined)	-4	-1.5	1.8	-0.7	-1	-2	-0.3	-0.3	0.6	6	-2
Cc1ccc(NC(=O)c2cc(C)on2)cc1	2	0.3	15*	-1.1	1	6	1.9	0.3	3.7	-5	8.7*
CCOC(=O)C1(C(=O)OCC)COC(=O)C1CN1Cc2cc3ccccc3nc2C1 (centres undefined)	14	4.3	2.2	1.0*	3	-41	-0.9	-1.1	0.0	9	4
CCC1(CC)Nc2ccccc2C(=O)N1c1ccc(NC(C)=O)cc1	5	1.0	4.4	-0.8	-3	-22	1.6	1.1	0.2	3	4
O=C(NN1CCOCC1)c1cnn2c(C(F)F)cc(-c3ccccc3)nc12	0	0.0	-2.5	-1.3	2	2	0.7	2.3	-0.5	-5	-2
C/C(=N\NC(=O)C(C)Nc1cccc(Cl)c1)c1ccc([N+](=O)[O-])cc1 (centres undefined)	10	0.3	-0.6	-0.8	-5	5	-0.2	0.0	1.2	-6	-3
O=C(CSc1nnc(Cc2ccccc2)o1)N1CCCC1	0	-0.6	-1.7	-1.1	3	3	0.2	-1.3	-0.1	5	-2
Cc1nn(CC(=O)Nc2nnc(C(C)C)s2)c(=O)c2ccccc12	5	-0.8	-2.3	-0.4	0	6	0.5	0.2	-0.5	3	-1
O=C(COC(=O)c1ccccc1[N+](=O)[O-])Nc1nnc(-c2ccccc2)o1	17	-1.6	1.8	-1.5	1	-7	1.6	0.6	-0.1	0	-4
CCc1ccc(CN(C)C(=O)C2CCC(=O)N(CCCN3CCCC3=O)C2)cc1 (centres undefined)	4	-1.1	3.8	-0.6	1	3	1.8	0.6	2.3	2	-1
CC(=O)Nc1ccc(NC(=O)C(C)OC(=O)c2oc3ccccc3c2C)cc1 (centres undefined)	16	-0.8	-2.0	-0.9	-1	-21	-0.3	1.2	-0.9	-9	-3
S=c1[nH]ncn2c1cc1oc3ccccc3c12	8	-1.8	7.5	-2.1	14	8	-1.0	-0.9	3.9	4	0
CCS(=O)(=O)NCC(c1cccnc1)N1CCN(c2ccc(F)cc2)CC1 (centres undefined)	-2	-1.1	-0.7	-1.4	-1	-6	-0.1	0.9	-0.2	-4	-1
Cc1cc(C(=O)N2CCOCC2)n(-c2ccccc2)n1	9	-1.3	-0.1	-0.1	1	-15	0.1	-0.4	-1.1	2	2
O=C(Nc1ccc2[nH]c(=O)[nH]c2c1)c1ccc([N+](=O)[O-])o1	-3	2.2	1.6	-0.9	0	-6	-4.3	0.1	-1.2	-2	6

Screens deposited in PubChem by several laboratories.
